GC-B act: human GC-B receptor activators, primary screen, HEK293 GC-B cells, cGMP TR-FRET, EC30 CNP | Atrial natriuretic peptide receptor 2 (Homo sapiens), P20594 | 0% at EC30 CNP, 100% saturating CNP | activation, % at 10 µM | hit rate 0.11% among 370,000 | AID 1920062, 2024;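 active means activation at 10 µM reaching about 35% in either raw or pattern-adjusted values, limit read from the data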
DAX1 inh-1: DAX1 (NR0B1) inhibitors, primary screen, cell-based, HEK293, Gal4-DAX1, luciferase luminescence. hit rate 0.99% among 340,000. HEK293 Gal4-DAX1 luciferase reporter. AID 504766, 2011. inhibition, % at 6.75 µM. Nuclear receptor subfamily 0 group B member 1 (Homo sapiens), P51843;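 active means inhibition above the mean over all tested compounds plus 3 SD, cut at about 4.2% in these data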;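 further: 0% = DAX1-transfected cells with DMSO and 100% = empty-vector control cells with DMSO; inhibition shows as a rise in luminescence from relieved DAX1 repression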
Target sequence (P51843 207-470 limits assumed): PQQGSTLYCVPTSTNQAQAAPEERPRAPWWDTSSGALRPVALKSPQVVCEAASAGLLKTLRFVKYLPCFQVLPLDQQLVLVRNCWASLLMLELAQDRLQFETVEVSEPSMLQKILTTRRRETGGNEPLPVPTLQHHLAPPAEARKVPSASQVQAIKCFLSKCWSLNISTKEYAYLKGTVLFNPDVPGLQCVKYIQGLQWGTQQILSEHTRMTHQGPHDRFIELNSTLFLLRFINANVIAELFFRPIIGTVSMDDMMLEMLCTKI
ADAM10 inh: human ADAM10 inhibitors, primary screen, biochemical, QFRET, HTS. AID 720582, 2013. inhibition, % at 7 µM. hit rate 0.62% among 370,000. Disintegrin and metalloproteinase domain-containing protein 10 (Homo sapiens), O14672. recombinant ADAM10, EDANS/DABCYL FRET peptide cleavage, 3 h;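 active means inhibition above a per-campaign cutoff equal to the mean of compounds falling between control-based bounds plus 3 SD, cut at about 20% in these data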;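 further: 0% = DMSO wells while the 100% control is not disclosed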
GAA850 FXN act: FXN promoter activators, primary screen, cell-based, luciferase luminescence, HEK293 lucGAA850 | HEK293 lucGAA850 FXN promoter luciferase reporter, 24 h; percent of 10 µM SAHA response | activation, % at 6 µM | hit rate 0.56% among 360,000;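 active means activation above the average of all compounds screened plus 3 SD, cutoff fixed separately per campaign, cut at about 7.5% in these data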;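 further: 0% = DMSO wells and 100% = 10 µM SAHA wells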
SMARCA2 activ: SMARCA2 (BRM) function activators, primary screen, cell-based, luminescence, high throughput. AID 652017, 2013. activation, % at 9.1 µM. MG213 cells, MMTV-luciferase reporter, dexamethasone, overnight. hit rate 1% among 370,000; in the data active means activation above about 7.8%;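 further: 0% = vehicle wells and 100% = reference activator wells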
ssDAF-12 act: S. stercoralis DAF-12 nuclear receptor activators, primary screen, cell-based, luminescence, HEK293, GRIP1 co-expression, lit1-tk-luc | Nuclear hormone receptor DAF-12 (Strongyloides stercoralis) | HEK293 ssDAF-12/GRIP1 lit1-tk-luc reporter; % of 3 µM dafachronic acid response | activation, % at 6.8 µM | hit rate 1% among 370,000;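 active means activation above the mean over all tested compounds plus 3 SD, cut at about 0.9% in these data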;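 further: 0% = DMSO-only wells and 100% = 3 µM delta7-dafachronic acid wells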
HGIII-sPLA2 inh: human group III sPLA2 inhibitors, primary screen, biochemical, QFRET, BODIPY PC-A2 liposome substrate; Group 3 secretory phospholipase A2 (Homo sapiens), Q9NZ20; QFRET BODIPY PC-A2 liposome hydrolysis, fluorescence; inhibition, % at 12.2 µM; hit rate 0.56% among 370,000;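 active means inhibition above mean plus 3 SD of compounds lying within the high and low control bounds, cut at about 19% in these data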;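 further: 0% = median of test compound wells and 100% = no enzyme DMSO wells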
Target sequence (Q9NZ20 whole entry, looked up): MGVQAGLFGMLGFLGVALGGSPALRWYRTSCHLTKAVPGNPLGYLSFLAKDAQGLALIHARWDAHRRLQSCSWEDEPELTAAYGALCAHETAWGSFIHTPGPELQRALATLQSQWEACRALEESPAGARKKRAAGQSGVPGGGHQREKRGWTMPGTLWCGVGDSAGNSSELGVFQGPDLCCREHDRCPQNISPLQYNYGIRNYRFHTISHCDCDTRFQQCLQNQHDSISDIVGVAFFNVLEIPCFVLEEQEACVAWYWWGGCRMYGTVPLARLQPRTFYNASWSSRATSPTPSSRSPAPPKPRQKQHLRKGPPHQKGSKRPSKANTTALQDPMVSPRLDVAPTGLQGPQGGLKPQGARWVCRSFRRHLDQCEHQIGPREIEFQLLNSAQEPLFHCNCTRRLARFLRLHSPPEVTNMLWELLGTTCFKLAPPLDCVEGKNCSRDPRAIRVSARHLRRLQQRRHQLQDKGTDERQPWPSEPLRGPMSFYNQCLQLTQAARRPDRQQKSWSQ
hgDAF12 agonist: H. glycines DAF-12 receptor agonists, primary screen, cell-based, luminescence, HEK293, GAL4 fusion, UAS-luciferase; Nuclear hormone receptor DAF-12 (Heterodera glycines), GAL4 fusion; HEK293 GAL4-hgDAF12 UAS-luciferase reporter, agonist luminescence; normalized to butyrate control; activation, % at 6.8 µM; hit rate 1.8% among 370,000;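 active means activation above a cutoff set at the mean of all screened compounds plus 3 SD, cut at about 10% in these data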;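 further: 0% = DMSO wells and 100% = sodium butyrate wells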
hcDAF-12 act: H. contortus DAF-12 nuclear receptor activators, primary screen, cell-based, luminescence, HEK293, lit1-tk-luc reporter; HEK293 hcDAF-12 lit1-tk-luc reporter; 0% DMSO, 100% Δ7-dafachronic acid; activation, % at 6.8 µM; hit rate 1.4% among 370,000; AID 652067, 2013;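 active means activation above the mean of all tested compounds plus 3 SD, cut at about 5.5% in these data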;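 further: 100% = response to 3 µM Δ7-dafachronic acid high control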
NPR1 activator: GC-A stimulated cGMP production enhancers – HEK293 GC-A cells, cGMP TR-FRET, EC30 ANP, primary screen. 0% at EC30 ANP, 100% saturating ANP. activation, % at 10 µM. hit rate 0.14% among 370,000; in the data active means activation above about 40%
DAX1 inh-2: DAX1 (NR0B1) inhibitors on StAR promoter, primary screen, cell-based, luminescence, SF-1 (NR5A1), full-length DAX-1. HEK293T StAR-luciferase reporter, SF-1/DAX-1 repression relief. inhibition, % at 6.8 µM. hit rate 1.1% among 370,000. AID 652010, 2013;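 active means inhibition above the mean over all tested compounds plus 3 SD, cut at about 3.6% in these data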;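 further: 0% = DAX-1 cells with DMSO and 100% = cells lacking DAX-1 with DMSO; higher inhibition means more luminescence from relief of DAX-1 repression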
Active calls of the source: *; nt = not tested or not shown.

Each structure is followed by: GC-B act	DAX1 inh-1	ADAM10 inh	GAA850 FXN act	SMARCA2 activ	ssDAF-12 act	HGIII-sPLA2 inh	hgDAF12 agonist	hcDAF-12 act	NPR1 activator	DAX1 inh-2
CCOC(=O)C(NC(=O)c1ccc(Cl)cc1Cl)(Nc1ccc(C)cc1)C(F)(F)F (centres undefined)
 : 7	2.3	1	-2.9	0	-1.6	1	-2.5	-0.8	-1	1.1
CC1=C(C(=O)OC(C)C)C(c2cccs2)n2ncnc2N1 (centres undefined)
 : 3	-0.5	4	0.7	1	-0.7	4	-1.3	2.3	0	0.6
COc1ccc(C(=O)N/C(=C\c2cn(C)c3ccccc23)C(=O)N2CCN(C)CC2)cc1
 : -2	0.9	-3	1.1	2	-0.7	-7	0.8	1.0	-4	0.0
CC(=O)Oc1ccc2ccccc2c1C(NC(=O)Cc1ccccc1)c1ccccc1Cl (centres undefined)
 : -5	-0.2	6	-3.2	-3	-1.5	-18	0.6	-1.0	-14	-0.6
COc1cccc(CNC(=O)CCCc2nnc3n(C)c(=O)c4sccc4n23)c1
 : 0	0.4	2	-2.1	1	-1.3	3	-0.8	1.6	1	-0.6
CSc1ncccc1C(=O)OCC(=O)N1CCc2ccccc21
 : 0	0.5	-2	-1.4	-1	-1.6	-4	-1.2	0.5	4	0.8
C=CCOC(=O)C1=C[C@H](c2ccc(C(F)(F)F)cc2)[C@@H](CCCO)[C@H](OCC)O1
 : -1	0.0	10	3.0	0	-1.7	-4	-0.6	0.0	0	-0.3
COC1=C(NCc2ccc3c(c2)OCO3)C(=O)C(OC)=C(NCc2ccc3c(c2)OCO3)C1=O
 : -1	1.6	-11	-1.2	-2	-1.2	-1	-0.5	0.6	-3	-0.4
O=C(c1ccc(Cl)c(S(=O)(=O)N2CCCC2)c1)N1CCN(Cc2ccccc2)CC1
 : 4	1.4	-12	-1.7	2	-1.4	9	0.3	0.4	1	-2.5
O=C1N=c2ccccc2=C1c1sc(NS(=O)(=O)c2ccccc2)nc1O
 : -3	-0.7	-5	0.0	-1	-0.6	-16	-1.6	2.8	3	-0.4
O=c1cc([O-])[n+]2c3n1CCCN3CCC2
 : 3	0.4	8	-1.7	-3	-0.3	-1	-1.5	4.8	0	0.3
Clc1cc(Cl)c(OCCCCn2cncn2)c(Cl)c1
 : 0	0.0	-7	0.6	1	-1.1	9	-0.8	0.1	3	-0.7
Cc1cc(C)c2c(CN(Cc3ccccc3)Cc3ccccc3)cc(=O)oc2c1
 : -2	nt	-6	nt	-4	-1.4	1	-0.4	-0.8	-1	-1.5
O=C1CC(c2ccc(F)cc2)Cc2nc(NCc3ccco3)ncc21 (centres undefined)
 : 1	0.2	7	3.9	2	-0.9	4	-2.0	-1.0	-2	-0.4
O=C(Cn1nnc2ccccc2c1=O)NCc1ccco1
 : 1	-0.9	5	1.4	1	-0.7	2	1.1	-2.1	5	0.0
Fc1ccccc1-c1n[nH]c(=S)n1C1CC1
 : -5	2.0	-12	-0.7	-1	-0.9	12	2.5	-0.8	4	-0.2
CC1Cc2ccccc2N1C(=S)NC(=O)c1ccco1 (centres undefined)
 : -1	0.3	-3	2.1	-1	-0.4	2	-2.0	1.2	1	0.0
COc1ccccc1C1/C(=C(/O)c2ccc(C)cc2)C(=O)C(=O)N1CCN1CCOCC1 (centres undefined)
 : 3	-0.4	12	1.6	6	0.1	0	0.2	2.1	-1	0.8
COc1ccc(C(=O)Nc2sc(C(=O)N(C)C)c(C)c2C#N)cc1[N+](=O)[O-]
 : 5	1.0	3	3.1	-4	-1.2	3	-2.8	3.0	3	0.1
COC(=O)[C@]12C[C@H](CC(=O)NCc3cccc4ccccc34)C(=O)N(CCc3ccc(OC)c(OC)c3)C1=C[C@H](COCc1ccccc1)O[C@@H]2C
 : 0	nt	13	nt	-2	-1.8	-16	-0.8	-0.7	3	-1.1
Cc1[nH]c(SCC(=O)Nc2cc(S(C)(=O)=O)ccc2Cl)nc1Cc1ccccc1
 : -2	-0.6	-2	2.3	-4	-0.8	-7	1.2	-1.9	-5	-1.4
Cc1cn2c(N)c(C=C3C=C(Cl)C(=O)C(Cl)=C3)c(=O)nc2s1
 : -7	0.7	-15	2.2	-1	-0.7	-8	1.2	1.2	5	0.9
CC(=O)c1cccc(NC(=O)C(CC(C)C)NC(=O)C2CCCCC2)c1 (centres undefined)
 : 0	-0.2	8	0.9	1	-0.4	2	3.5	-1.7	-4	0.0
CCOc1ccccc1NC(=S)N1CCN(c2ccc(O)cc2)CC1
 : -1	-0.6	-1	0.7	1	-1.2	-10	-1.2	0.3	-1	-0.6
CC1(C)CC(=O)C(C=NCC2CCN(C(=S)Nc3cccc(Cl)c3)CC2)=C(O)C1
 : -5	-0.6	-8	1.7	-4	-2.1	5	3.1	-0.9	1	0.5
O=C(CCN1CCOCC1)Nc1ccc2c(c1)N(C(=O)CN1CCOCC1)c1ccccc1CC2
 : 3	1.0	1	0.0	-3	-1.4	9	1.4	1.3	5	0.2
COc1cccc(NC(=O)CN(C)CC(=O)Nc2ccccc2-c2ccccc2)c1
 : -10	0.3	0	1.0	-1	-1.5	-3	6.9	-1.4	-5	-0.8
C=CCNC(=O)NCC1CCN(Cc2ccc(OC)cc2)CC1
 : 3	nt	2	nt	-3	-1.5	1	-0.9	2.7	3	-0.9
COc1cccc(CNC(=O)[C@@H]2CCCN2C(=O)[C@@H]2CCCN2C(=O)c2cccc(Cl)c2)c1
 : -4	nt	2	nt	-6	-0.3	10	-1.5	-0.3	3	-0.1
O=C(Cn1ncc2c1-c1ccccc1OC2)N1CCN(Cc2ccccc2)CC1
 : -4	-0.7	-1	0.0	0	-2.0	-2	-1.1	-2.6	-4	-0.5
Cc1nn(-c2ccccc2)cc1/C=N/NS(=O)(=O)c1ccccc1
 : -10	-0.9	1	2.5	4	-1.6	-10	8.5	0.2	-26	0.4
O=C(CN1CCN(Cc2cccc3ccccc23)CC1)NCCc1ccccc1
 : 0	-0.6	8	0.6	-5	-1.1	-5	0.5	-1.8	-7	0.0
CCOC(=O)C(O)(CC(=O)Nc1ccc(Cl)cc1Cl)C(F)(F)F (centres undefined)
 : -2	1.1	-3	-1.2	-5	-1.1	0	0.4	0.9	2	-0.8
CC(C)C(=O)Nc1ccc(C(=O)NNC(=O)c2ccco2)cc1
 : 6	-0.4	1	-1.6	-2	-1.5	-3	-0.2	-0.7	6	-0.4
CCCCOC(=O)c1ccc(NC(=O)c2nn(C)cc2Br)cc1
 : -6	-0.9	17	2.3	-1	-0.9	-12	1.9	-2.2	-4	0.7
O=C(CSc1n[nH]c(-c2cccnc2)n1)Nc1ccc([N+](=O)[O-])cc1
 : -13	0.0	9	-2.0	-2	-1.2	-1	-0.3	-0.7	-2	-0.4
O=C(CCC1CCCC1)NCCS(=O)(=O)N1CCN(c2ccc(F)cc2)CC1
 : 0	0.7	-7	0.7	-3	-0.8	8	-1.5	0.7	-6	-0.3
Cc1ccc(C(C)C)c(OCC(=O)Nc2ccc3c(c2)nc(CCN2CCCCC2)n3C)c1
 : 3	0.1	-51	1.7	-4	-1.4	-11	-5.4	-0.8	-3	-0.6
O=C(O)C1CCCCC1C(=O)NCc1ccc(F)cc1 (centres undefined)
 : -5	0.0	1	1.3	2	-1.1	2	0.9	-1.9	-2	-0.4
Cc1noc(C)c1COc1ccc(CC(=O)NCCc2ccccc2)cc1
 : -1	4.0	-7	-0.2	-1	-1.5	-4	1.7	-1.4	0	0.5
COc1cc(C(=O)NC(=S)Nc2ccc(Cc3ccncc3)cc2)cc(OC)c1OC
 : -1	-0.9	9	-1.8	-3	-1.8	-4	-1.1	-2.8	0	-1.2
COc1ccc(C2CC(=O)Nc3cc(OC)c(OC)cc32)cc1 (centres undefined)
 : -2	1.2	-14	-0.7	1	-0.9	21*	-5.7	1.0	-1	-1.0
O=C(NNC1=NCCC1)c1cccc(S(=O)(=O)N2CCCCC2)c1
 : 7	-0.4	-11	3.0	0	-0.1	7	-0.4	-0.9	0	0.0
COc1cc(NC(=O)c2ccco2)c(OC)cc1NC(=O)CSc1ncc(-c2ccc(F)cc2)[nH]1
 : -5	-0.9	6	-1.2	-4	-1.2	-3	1.0	1.3	-8	-1.0
CSc1ncnc2c1ncn2CCCN1CCN(C(=O)C2CC2)CC1
 : 0	2.0	-5	1.3	-3	-0.4	14	-1.8	1.2	-2	0.3
Cc1nc(NC(C)c2ccccc2)sc1C(=O)Nc1ccccc1 (centres undefined)
 : -1	1.3	3	-0.1	-3	-1.4	-3	-0.2	-1.6	-3	-0.1
CCOC(=O)c1sc(SC)c(C(C)=O)c1C
 : -3	0.5	5	-0.4	0	-0.9	8	-1.3	-2.0	-3	-0.7
CC(C)n1cnc2c(Nc3ccc(F)c(Cl)c3)nc(NCCO)nc21
 : -9	-0.9	-3	5.2	1	-1.2	0	0.3	-1.4	2	-0.8
CC(=O)NCCn1c(SCC(=O)NC2CCCCC2)nc2ccccc2c1=O
 : 2	1.3	1	1.2	-2	-1.4	2	-0.8	0.5	-1	-0.5
CCCSc1nc2c(c(=O)n(C)c(=O)n2C)n1C
 : -1	0.1	-3	3.6	0	-0.7	5	0.6	0.5	7	0.3
C=CCOc1ccc(C2CC(C)=NN2c2ccccc2)cc1 (centres undefined)
 : 2	-0.3	5	1.3	-2	-0.8	14	0.9	-0.3	7	-0.2
O=C(CNC(=O)c1ccco1)Nc1ccc(Cl)cc1
 : -5	0.8	2	4.7	0	-1.1	3	2.5	1.5	1	0.0
CCN(C(=O)c1ccc2c(SCC(=O)O)c3c(nc2c1)CCC3)c1cc(Cl)ccc1OC
 : -6	0.8	1	0.0	3	-1.4	-5	-0.3	-0.3	0	-1.1
O=C(C1=C[C@H](C2CCCCC2)C[C@H](OCc2ccc(CO)cc2)O1)N1CCOCC1
 : -1	-0.3	5	-0.1	2	-1.3	-9	0.8	-0.6	-2	-0.5

Screens as filed in PubChem.
